Polio RdRp inh: poliovirus RNA polymerase inhibition. P03300. poliovirus polymerase elongation, fluorescence polarization; hits give low values. % elongation, % (compound at 16.7 µg/mL). 0.66% of 150,000 active. AID 588519; in the data active = % elongation below about 90%; note: some results filed as inactive read as strong as hits
Target sequence (P03300 1749-2209 limits assumed): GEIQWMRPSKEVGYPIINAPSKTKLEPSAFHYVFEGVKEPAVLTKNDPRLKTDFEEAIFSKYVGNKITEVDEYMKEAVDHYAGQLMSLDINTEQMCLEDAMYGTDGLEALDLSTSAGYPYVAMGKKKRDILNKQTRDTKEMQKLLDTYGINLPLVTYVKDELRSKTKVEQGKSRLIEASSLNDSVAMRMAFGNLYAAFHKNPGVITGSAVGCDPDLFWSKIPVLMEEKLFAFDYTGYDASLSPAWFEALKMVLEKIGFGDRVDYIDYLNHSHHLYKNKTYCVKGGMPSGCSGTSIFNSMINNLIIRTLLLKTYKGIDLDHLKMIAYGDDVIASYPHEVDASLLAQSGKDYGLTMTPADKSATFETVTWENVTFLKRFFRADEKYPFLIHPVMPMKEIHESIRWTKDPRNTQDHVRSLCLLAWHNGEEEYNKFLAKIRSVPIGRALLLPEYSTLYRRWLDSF
Polio RdRp inh FP z-score: recorded beside Polio RdRp inh, whose call it bears; z-score; measured here: FP z-score; hits read low
* marks the source's active call; other numbers are inactive results. These rows are one share of the data; the hit share may differ from the screen's.

For COC(=O)COc1ccc(S(=O)(=O)c2ccc(OCC(=O)OC)cc2)cc1 the results were Polio RdRp inh 99 and Polio RdRp inh FP z-score -0.1.
`COc1ccc(S(=O)(=O)N(CCc2ccccc2)CC(=O)NCc2ccccc2)cc1` gave Polio RdRp inh 107 and Polio RdRp inh FP z-score 0.5.
Screening Cc1nn(Cc2ccc(F)cc2)c(C)c1NC(=O)c1cc(-c2ccc3c(c2)OCO3)on1 returned Polio RdRp inh 100 and Polio RdRp inh FP z-score -0.9.
Screening CC(C)(C)S(=O)(=O)/C(C#N)=C/Nc1ccccn1 returned Polio RdRp inh 105 and Polio RdRp inh FP z-score 0.2.
`COc1ccc(CCCc2nnc(SCC(=O)Nc3ccc(F)cc3)o2)cc1C` gave Polio RdRp inh 108 and Polio RdRp inh FP z-score 0.7.
Screening CSC1=NCCN1C(=O)c1ccc(S(=O)(=O)N2CCCC2)cc1 returned Polio RdRp inh 99 and Polio RdRp inh FP z-score -1.1.
NC(=O)c1nn2c(C(F)(F)F)cc(-c3ccc(Br)cc3)nc2c1Cl was read as Polio RdRp inh 105 and Polio RdRp inh FP z-score -0.2.
Screening CCOC(=O)c1c(C)n(-c2ccccc2)c2ccc(OC(=O)c3cccc(Cl)c3)cc12 returned Polio RdRp inh 107 and Polio RdRp inh FP z-score 0.5.
Screening CC1(/[N+]([O-])=C/c2ccc(Br)cc2)CCCCC1=O (centres undefined) returned Polio RdRp inh 102 and Polio RdRp inh FP z-score 0.4.
`CCOc1ccc2nc(Cl)c(C3CC(c4ccc(C)cc4)=NN3C(=O)CCC(=O)O)cc2c1` (centres undefined) gave Polio RdRp inh 104 and Polio RdRp inh FP z-score -0.2.
For CCc1ccc(S(=O)(=O)c2cn(Cc3ccccc3F)c3cc(OC)c(OC)cc3c2=O)cc1 the results were Polio RdRp inh 102 and Polio RdRp inh FP z-score -0.7.
Screening COc1ccccc1CN(C)C(=O)C1COc2ccccc2O1 (centres undefined) returned Polio RdRp inh 103 and Polio RdRp inh FP z-score 0.1.
Cn1nc(-c2ccc(C(=O)Nc3ccc(F)cc3)cc2)c2ccccc2c1=O was read as Polio RdRp inh 104 and Polio RdRp inh FP z-score 0.1.
Screening COc1ccc(NC(=S)N2CCCC(c3ccccc3)=N2)cc1 returned Polio RdRp inh 97 and Polio RdRp inh FP z-score -0.7.
`CCOc1ccccc1Nc1ccc2cc(S(=O)(=O)N3CCCCC3)ccc2n1` gave Polio RdRp inh 115 and Polio RdRp inh FP z-score 1.7.
`CC1=CC(=O)C2=C(C)C[C@H](O)[C@@H]3[C@H](OC(=O)[C@@H]3C)[C@@H]12` gave Polio RdRp inh 100 and Polio RdRp inh FP z-score -0.1.
For COC(=O)CN1C(=O)CS/C1=C\C#N the results were Polio RdRp inh 101 and Polio RdRp inh FP z-score -0.3.
Screening NS(=O)(=O)c1ccc(CCNC(=O)c2ccc3nc(CCc4ccccc4)oc3c2)cc1 returned Polio RdRp inh 107 and Polio RdRp inh FP z-score 0.1.
Fc1cccc(-c2nnn3c2nc(NC2CCCCC2)c2ccccc23)c1 was read as Polio RdRp inh 107 and Polio RdRp inh FP z-score 1.
Screening CCCc1cc(=O)oc2cc(C)c3c(-c4ccccc4)coc3c12 returned Polio RdRp inh 109 and Polio RdRp inh FP z-score 0.4.
COC(=O)c1cnn(-c2ccccc2)c1-n1cccc1 was read as Polio RdRp inh 102 and Polio RdRp inh FP z-score 0.4.
For CC(C)N(C(=S)NCC1CCCO1)c1ccccc1 (centres undefined) the results were Polio RdRp inh 100 and Polio RdRp inh FP z-score -0.4.
Screening O=C(CSc1ncccn1)NC(=O)NCc1ccco1 returned Polio RdRp inh 103 and Polio RdRp inh FP z-score 0.
CCOc1ccc(CNC(=O)c2ccc(NC(=O)N3CCSc4ncccc43)cc2)cc1 was read as Polio RdRp inh 113 and Polio RdRp inh FP z-score 1.2.
Screening COC(=O)c1ccc(N=Cc2cccs2)cc1 returned Polio RdRp inh 99 and Polio RdRp inh FP z-score -0.2.
For COc1cc(OC)cc(N2C(=O)N(Cc3ccc(C(C)(C)C)cc3)c3ccccc3S2(=O)=O)c1 the results were Polio RdRp inh 111 and Polio RdRp inh FP z-score 0.9.
COCCCNc1nc2c(-c3ccccc3)nnn2c2ccccc12 was read as Polio RdRp inh 102 and Polio RdRp inh FP z-score -0.7.
For c1ccc(-c2nnc3n2C2(CCCC2)Cc2ccccc2-3)cc1 the results were Polio RdRp inh 102 and Polio RdRp inh FP z-score 0.
For O=C(O)c1ccc2c(c1)C(=O)N(c1ccccn1)C2=O the results were Polio RdRp inh 98 and Polio RdRp inh FP z-score -0.5.
For Cc1ccc(S(=O)(=O)N2CCCc3cc(NC(=O)c4ccc(C(C)(C)C)cc4)ccc32)cc1 the results were Polio RdRp inh 111 and Polio RdRp inh FP z-score 0.9.
Screening CC1CC(NC(=S)NCc2csc3ccccc23)CC(C)(C)C1 (centres undefined) returned Polio RdRp inh 113 and Polio RdRp inh FP z-score 1.
O=C(CN(Cc1ccco1)S(=O)(=O)c1ccc(Cl)cc1)N1CCCc2ccccc21 was read as Polio RdRp inh 95 and Polio RdRp inh FP z-score -0.8.
Screening O=C1Oc2ccc3ccccc3c2C1(O)C(F)(F)F (centres undefined) returned Polio RdRp inh 100 and Polio RdRp inh FP z-score -0.2.
For CCn1ncc(Cl)c(Cl)c1=O the results were Polio RdRp inh 77* and Polio RdRp inh FP z-score -3.6*.
Oc1cccc(N=Cc2c[nH]c3ccc(Br)cc23)c1 was read as Polio RdRp inh 101 and Polio RdRp inh FP z-score -0.1.
Cc1ccc(NC(=O)CSc2nnc3ccccn23)cc1 was read as Polio RdRp inh 105 and Polio RdRp inh FP z-score 1.
For COCC(C)N=Cc1c(O)[nH]c2ccccc12 (centres undefined) the results were Polio RdRp inh 100 and Polio RdRp inh FP z-score 0.
Cc1ccc(-c2cn3ccsc3n2)cc1 was read as Polio RdRp inh 98 and Polio RdRp inh FP z-score -0.8.
CC(C)(C)c1ccc(C(=O)N2CCC(c3nc4ccccc4o3)CC2)cc1 was read as Polio RdRp inh 99 and Polio RdRp inh FP z-score -0.4.
Screening Cc1cc(C)nc(NC(=O)CSC(=S)N2CCOCC2)n1 returned Polio RdRp inh 101 and Polio RdRp inh FP z-score 0.1.
CN(C)C(=O)Nc1cccc(O)c1 was read as Polio RdRp inh 101 and Polio RdRp inh FP z-score -0.2.
Screening CN1CCN(Cc2c3ccccc3cc3ccccc23)CC1 returned Polio RdRp inh 99 and Polio RdRp inh FP z-score -0.4.
`CCC(CC)C(=O)Nc1cccc(-c2nc3cccnc3s2)c1C` gave Polio RdRp inh 106 and Polio RdRp inh FP z-score -0.6.
`O=C(OCC(=O)N1CCCC1=O)C(c1ccccc1)c1ccccc1` gave Polio RdRp inh 99 and Polio RdRp inh FP z-score -0.6.
For Cc1nc2cc(NC(=O)CCN3C(=O)NC4(CCCC4)C3=O)ccc2n1-c1ccccc1 the results were Polio RdRp inh 96 and Polio RdRp inh FP z-score -0.4.
Cc1cc(NC(=O)CSc2nc3ccccc3c(=O)n2CCO)n(-c2ccccc2)n1 was read as Polio RdRp inh 101 and Polio RdRp inh FP z-score -0.2.
Cc1nn(-c2ccccc2)c(Cl)c1C1N2CCCN1CC2 (centres undefined) was read as Polio RdRp inh 102 and Polio RdRp inh FP z-score 0.
For CCOC(=O)C1(C(=O)OCC)C(c2ccccc2)CC(=O)CC1c1ccccc1 (centres undefined) the results were Polio RdRp inh 99 and Polio RdRp inh FP z-score -0.3.
`CCNc1nc(=S)nc(NCC)[nH]1` gave Polio RdRp inh 99 and Polio RdRp inh FP z-score -0.6.
Screening O=C(CSc1ccc(S(=O)(=O)N2CCCCC2)cn1)NCc1ccco1 returned Polio RdRp inh 104 and Polio RdRp inh FP z-score 0.3.
Screening O=C(c1c[nH]c2ccccc2c1=O)N(c1ccccc1)c1ccccc1 returned Polio RdRp inh 102 and Polio RdRp inh FP z-score -0.1.
For CCc1ccccc1Nc1nc(N)nc(CNc2ccccc2)n1 the results were Polio RdRp inh 101 and Polio RdRp inh FP z-score -0.2.
Screening O=C(O)CCC(=O)n1ncc2ccccc21 returned Polio RdRp inh 101 and Polio RdRp inh FP z-score -1.1.
Screening CCOC(=O)C1CCCN(Cc2cccc(C)c2)C1 (centres undefined) returned Polio RdRp inh 102 and Polio RdRp inh FP z-score 0.6.
Cc1ccc(CNC(=O)c2ccc3c(c2)nc2n3CCOC2)cc1 was read as Polio RdRp inh 116 and Polio RdRp inh FP z-score 1.7.
CCOC(=O)c1cc(NS(=O)(=O)c2ccccc2)ccc1N1CCCCC1 was read as Polio RdRp inh 101 and Polio RdRp inh FP z-score -0.1.
`CC(C)c1ccc(C2=CC(c3cccc(Cl)c3)n3c(nc4ccccc43)N2)cc1` (centres undefined) gave Polio RdRp inh 104 and Polio RdRp inh FP z-score 0.
CCSc1nc2ccccc2c(=O)n1Cc1ccco1 was read as Polio RdRp inh 101 and Polio RdRp inh FP z-score -0.3.
`CC(C)(C)OC(=O)N1CCC(c2c(C(=O)NCc3ccc(F)cc3)cnn2-c2ccc(F)cc2)CC1` gave Polio RdRp inh 107 and Polio RdRp inh FP z-score 0.1.
For CC(C)(C)C(=O)CC(O)(c1ccccc1)C(F)(F)F (centres undefined) the results were Polio RdRp inh 102 and Polio RdRp inh FP z-score 0.8.
For CCCN1CCN(C(=O)CC(NC(=O)c2ccccc2Cl)c2ccccc2)CC1 (centres undefined) the results were Polio RdRp inh 101 and Polio RdRp inh FP z-score -0.1.
`O=C(c1cccc(Cl)c1Cl)N1CCOCC1` gave Polio RdRp inh 99 and Polio RdRp inh FP z-score -0.7.
`Cc1cccc(OCC(=O)Nc2ccc(OCc3cc(=O)n4cc(C)ccc4n3)cc2)c1` gave Polio RdRp inh 112 and Polio RdRp inh FP z-score 1.3.
`Cc1nc2ccccc2n1CCc1nc2c3ccccc3nc(SCc3ccc(C#N)cc3)n2n1` gave Polio RdRp inh 107 and Polio RdRp inh FP z-score 0.3.
For O=C(NCC1CCCO1)C1CCC(=O)N1Cc1ccc(F)cc1 (centres undefined) the results were Polio RdRp inh 101 and Polio RdRp inh FP z-score 0.3.
O=C(O)C(Cc1c[nH]c2ccccc12)N1C(=O)C2C3C=CC(C3)C2C1=O (centres undefined) was read as Polio RdRp inh 105 and Polio RdRp inh FP z-score 0.7.
For Nc1cccc(CCc2nc3ccccc3[nH]2)c1 the results were Polio RdRp inh 100 and Polio RdRp inh FP z-score -0.2.
Screening CC1CN(Cc2csc(Nc3ccccc3)n2)CC(C)O1 (centres undefined) returned Polio RdRp inh 115 and Polio RdRp inh FP z-score 1.2.
For Cc1ccc2cc(CCC(=O)O)c(=O)[nH]c2c1 the results were Polio RdRp inh 100 and Polio RdRp inh FP z-score -0.6.
For COc1ccc(Nc2nc3c(S(=O)(=O)c4ccccc4)nnn3c3ccsc23)cc1OC the results were Polio RdRp inh 98 and Polio RdRp inh FP z-score -1.1.
Screening COc1cc(OC)c(NC(=O)NCCn2nnc3cc(S(=O)(=O)N(C)C)ccc32)cc1Cl returned Polio RdRp inh 108 and Polio RdRp inh FP z-score 0.5.
For CC(C)OC(=O)c1cc(C(=O)O)c(C(=O)OC(C)C)cc1C(=O)O the results were Polio RdRp inh 98 and Polio RdRp inh FP z-score -0.3.

Molecules above that have bromine, in the order listed:
NC(=O)c1nn2c(C(F)(F)F)cc(-c3ccc(Br)cc3)nc2c1Cl was read as Polio RdRp inh 105 and Polio RdRp inh FP z-score -0.2.
Screening CC1(/[N+]([O-])=C/c2ccc(Br)cc2)CCCCC1=O (centres undefined) returned Polio RdRp inh 102 and Polio RdRp inh FP z-score 0.4.
Oc1cccc(N=Cc2c[nH]c3ccc(Br)cc23)c1 was read as Polio RdRp inh 101 and Polio RdRp inh FP z-score -0.1.

Going on with the list.
O=C(NCCc1ccccc1)C1COc2ccccc2C1 (centres undefined) was read as Polio RdRp inh 100 and Polio RdRp inh FP z-score -1.6.
Screening CC(C)c1nnc(SCC(=O)Nc2ccc(Cl)cc2)n1N returned Polio RdRp inh 104 and Polio RdRp inh FP z-score -0.2.
Screening CC1CC(=O)N(c2ccc(OC(F)(F)F)cc2)C1=O (centres undefined) returned Polio RdRp inh 106 and Polio RdRp inh FP z-score 0.5.
Screening C=C(C)C1CC=C(C)/C(=N\NC(=O)Nc2ccccc2)C1 (centres undefined) returned Polio RdRp inh 101 and Polio RdRp inh FP z-score 0.
Screening Cc1ccc2nc(-c3ccccn3)c(Nc3ccccc3C)n2c1 returned Polio RdRp inh 107 and Polio RdRp inh FP z-score 0.4.
For O=C(NCc1ccc(Cl)cc1)c1ccc(Br)o1 the results were Polio RdRp inh 99 and Polio RdRp inh FP z-score -0.9.
For CCOC(=O)c1cn(Cc2ccccc2)c2ccccc2c1=O the results were Polio RdRp inh 101 and Polio RdRp inh FP z-score -0.1.
`CCCCn1c(=O)oc2cc(Br)ccc21` gave Polio RdRp inh 106 and Polio RdRp inh FP z-score 0.2.
`CN(CC(=O)Nc1ccccc1)CC(=O)Nc1ccccc1Cl` gave Polio RdRp inh 104 and Polio RdRp inh FP z-score 0.5.

Reprinted at random: 7 compounds from above.
`CCCCn1c(=O)oc2cc(Br)ccc21` gave Polio RdRp inh 106 and Polio RdRp inh FP z-score 0.2.
Screening CC(C)c1nnc(SCC(=O)Nc2ccc(Cl)cc2)n1N returned Polio RdRp inh 104 and Polio RdRp inh FP z-score -0.2.
For O=C(NCc1ccc(Cl)cc1)c1ccc(Br)o1 the results were Polio RdRp inh 99 and Polio RdRp inh FP z-score -0.9.
`CN(CC(=O)Nc1ccccc1)CC(=O)Nc1ccccc1Cl` gave Polio RdRp inh 104 and Polio RdRp inh FP z-score 0.5.
Screening CC1CC(=O)N(c2ccc(OC(F)(F)F)cc2)C1=O (centres undefined) returned Polio RdRp inh 106 and Polio RdRp inh FP z-score 0.5.
Screening C=C(C)C1CC=C(C)/C(=N\NC(=O)Nc2ccccc2)C1 (centres undefined) returned Polio RdRp inh 101 and Polio RdRp inh FP z-score 0.
O=C(NCCc1ccccc1)C1COc2ccccc2C1 (centres undefined) was read as Polio RdRp inh 100 and Polio RdRp inh FP z-score -1.6.

Screens (PubChem BioAssay)
